Bioassay records: PubChem, several laboratories
RmlCD inh mix = mixture blocks RmlC and RmlD coupled enzyme activity | RmlC/RmlD coupled enzyme inhibition, 384-well mixture HTS | inhibition, % at 5.5 µM | 110,000 compounds, 0.39% hits; in the data active = inhibition above about 30%, passing the limit was not always enough; also: strong numbers were not always called active
HIV RNase H inh = inhibitors of HIV-1 reverse transcriptase RNase H; P04585; RT-RNase H RNA/DNA duplex cleavage, fluorescence; inhibition, % at 10 µM; 65,000 compounds, 1.9% hits; AID 565; in the data active = inhibition above about 50%
* hit, by the source's call; i = inactive; . = not tested or not shown. Some of the compounds tested; rates above refer to the full screens.

SMILES	RmlCD inh mix	HIV RNase H inh
COC(=O)C(O)(CC(=O)Nc1cc(OC)c(OC)c(OC)c1)C(F)(F)F (centres undefined)	-10	.
COc1ccc(N=C2SC(CC(=O)Nc3ccccc3)C(=O)N2CC2CCCO2)cc1 (centres undefined)	-9	-12
COc1ccc(CN2CCn3ncc(C(=O)Nc4ccc(Cl)cc4Cl)c3C2=O)cc1	5	.
CCCCn1c(O)c(C(CC)=Nc2ccc3c(c2)CCC3)c(=O)[nH]c1=O	1	7
CCOC(=O)c1c(-c2ccc(C)o2)csc1NC(=O)CSc1nncs1	-9	27
Cc1cc(C(=O)NC2=NCCS2)cs1	5	1
CCC(=O)Nc1cccc(-n2nnnc2SCC(=O)NCc2ccco2)c1	9	-3
Oc1cccc(/C=N/NP(=S)(c2ccccc2)c2ccccc2)c1	-10	.
Cc1c(NC(=O)NC(C)N2C(=O)C3C4C=CC(C4)C3C2=O)c(=O)n(-c2ccccc2)n1C (centres undefined)	4	-2
CCn1c(SCC(=O)Nc2ccc3c(c2)OCO3)nnc1-c1ccccc1O	3	3
FC(F)(F)c1nc(Oc2ccccc2)c2ccccc2n1	13	.
O=c1c2ccccc2nc(-c2ccco2)n1-c1ccc(Br)cn1	12	-4
O=C1c2ccccc2S(=O)(=O)c2cc(N3CCc4ccccc4C3)ccc21	2	.
CN(C)C/C(Cl)=C(\Cl)c1ccccc1	-10	19
CCCCOc1ccc(NC(=O)Cn2c(=O)ccc3c(C)cc(C)nc32)cc1	-5	5
CC12CNCC(C)(CNC1)C2O (centres undefined)	-11	5
C=CC[C@@]12C=C(OC)C(=O)C(OC)=C1O[C@H](c1ccc3c(c1)OCO3)[C@H]2C	13	.
O=C1CSC(c2ccccc2)N1c1nnc(C23CC4CC(CC(C4)C2)C3)s1 (centres undefined)	-5	.
O=C(c1ccccc1F)N1CCN(S(=O)(=O)c2ccc3c(c2)OCCO3)CC1	18	-10
O=C(OCc1nc2ccccc2s1)C1CCN(C2=NS(=O)(=O)c3ccccc32)CC1	11	-2
O=S(=O)(NC1CC1)c1ccc(S(=O)(=O)N2CCCC(c3nc(-c4cccnc4)no3)C2)cc1 (centres undefined)	-7	2
CSc1cccc(NC(=O)Nc2ccc(Cl)cc2)c1	4	.
O=C(O)c1cc(Cl)c2ccccc2c1O	-2	5
CN1CCN(C(=O)c2ccc(N(Cc3ccc(Cl)cc3)S(C)(=O)=O)cc2)CC1	-16	-4
COc1ccc(CNc2ccc(S(N)(=O)=O)cc2)c(OC)c1OC	-18	-13
CC(C)NS(=O)(=O)c1ccc(CCC(=O)O)cc1	-10	-14
CCCn1c(N)c(C(=O)CSc2nc3ccccc3n2CCC#N)c(=O)n(C)c1=O	4	10
COc1ccccc1N1CCN(C(=O)c2ccc3c(Cl)c4c(nc3c2)CCCC4)CC1	5	.
COc1cc(NC(=O)c2ccnnc2)cc(C(=O)Nc2cccc(C(F)(F)F)c2)c1	3	.
COc1ccc(N(CC(=O)NN=C2CCCC2)S(=O)(=O)c2ccccc2)cc1	14	.
Cc1ccccc1CS(=O)(=O)c1snnc1C	-16	.
CCOC(=O)N1CCN(C(=O)C2CCCN(S(=O)(=O)c3ccccc3)C2)CC1 (centres undefined)	8	.
CC(=O)Nc1ccc(S(=O)(=O)n2nc(-c3ccc(C)cc3)nc2N)cc1	6	-5
Cc1cc(=O)[nH]c(SCCOc2ccc(OC(C)C)cc2)n1	-26	-9
CC(C)C[C@H](N)c1cn([C@@H](Cc2ccc(O)cc2)C(=O)N2CCNCC2)nn1	-10	.
C/C(=C1/C(=O)N(c2ccc([N+](=O)[O-])cc2)N=C1c1ccccc1)N(C)C	-10	.
CCOC(=O)C1CCN(c2c(NCCN3CCCCC3C)c(=O)c2=O)CC1 (centres undefined)	-8	-9
O=c1c2c3c(sc2nc2n1CCC2)CCC3	3	0
O=C(O)CCCNS(=O)(=O)c1ccccc1	-9	.
COc1ccc(C2(CNC(=O)CCC(=O)O)CCCC2)cc1	-8	11
COc1ccc(C(=O)N(CC(=O)NC(C)(C)C)c2ccc3c(c2)OCCO3)cc1OC	8	0
N#CC1(c2nc3ccccc3[nH]2)CC1c1ccc2c(c1)OCO2 (centres undefined)	9	5
CCOC(=O)CN1CCc2c(C)nc3c(-c4ccc(OC)c(OC)c4)cnn3c21	1	.
Cc1ccc(S(=O)(=O)NCC(=O)N(CC(=O)NC2CCCCC2)CC2CCCO2)cc1 (centres undefined)	-14	.
Oc1c(/C=N/c2ncn[nH]2)ccc2ccccc12	-8	-4
O=C1CCCN1c1ccc(Br)cc1	4	.
CNC(=O)CSc1nnc(-c2ccncc2)n1Cc1ccccc1	14	-3
Cc1cc2c(cc(C(=O)N3CCC(C(=O)N4CCCC4)CC3)n2Cc2c(F)cccc2Cl)o1	-7	.
CCCC(=O)Nc1nc2c(OC)ccc(OC)c2s1	10	-4
CCOC(=O)N1CCC(Nc2cccc(SC)c2)CC1	12	2
Cc1ccc2nc(NC3=NCN(CCc4ccccc4)CN3)nc(C)c2c1	.	11
CCN(CC(=O)Nc1ccc2c(c1)OCCO2)C(=O)C1CCCCC1	-9	8
O=C(c1cnn2c1NC(c1ccco1)CC2C(F)(F)F)N1CCN(c2cccc(Cl)c2)CC1 (centres undefined)	5	-8
O=C(CCN1C(=O)C2C3C=CC(C3)C2C1=O)N1CC(=O)N(CCc2ccccc2)C(=O)C1 (centres undefined)	5	-1
Cc1ccccc1-c1nc(CS(=O)(=O)CC(=O)N2CCc3ccccc32)c(C)o1	10	8
COc1ccccc1NC(=O)CN1CCN(c2ccccc2F)CC1	-16	-5
O=C(Cn1ncn2c(cc3ccccc32)c1=O)NCc1ccco1	9	11
Cc1nc2sccn2c(=O)c1CCN1CCC(=C(c2ccc(F)cc2)c2ccc(F)cc2)CC1	0	5
COc1cccc(NC2C=CS(=O)(=O)C2)c1 (centres undefined)	-6	.
Cc1cccc2cc(CN(Cc3ccco3)C(c3nnnn3CCc3ccccc3)C(C)C)c(=O)[nH]c12 (centres undefined)	2	5

Continuation.
SMILES	RmlCD inh mix	HIV RNase H inh
Cc1ccc(C)c(NC(=O)CSc2ncnc3nc[nH]c23)c1	2	.
Cc1nc2scc(-c3cccs3)c2c(=O)n1-n1cccc1	-2	-10
COc1cc(OC)c2c(c1)C(=O)c1cc(OC)cc(OC)c1C2=O	-9	.
c1coc(-c2nnc(NC3=NCCC3)o2)c1	1	-6
CN=C(Nc1cc(C)nn1CCC#N)c1ccccc1F	-4	-4
COc1ccc(/C(O)=C2/C(=O)C(=O)N(CCCN(C)C)C2c2cccc(Cl)c2)cc1OC (centres undefined)	.	-9
O=C(CN1CCCN(S(=O)(=O)c2ccc(Br)s2)CC1)Nc1ccc(Cl)cc1	30	.
O=C(Nc1ccc(O)cc1)C1CCCO1 (centres undefined)	-6	.
O=C(Cc1ccccc1)N/N=C/c1cccs1	-7	.
CCOc1cc(/C=N/NC(=O)Cn2nc([N+](=O)[O-])cc2C)cc(Br)c1OCc1ccccc1F	32	.
O=C(COc1ccc(Cl)cc1)N(Cc1ccccc1)c1nc(-c2ccccc2)cs1	14	.
Cn1c(=O)c2[nH]c(-c3ccc(S(=O)(=O)O)cc3)nc2n(C)c1=O	97	.
O=C(CSc1nnc(-c2ccc(Cl)cc2)n1Cc1ccco1)c1cccs1	.	14
COc1ccccc1CNC(=O)C(CCSC)NC(=O)C1CCC(C)CC1 (centres undefined)	-2	.
C=CCN(c1ccc(C(=O)N(CC)CC)cc1)S(C)(=O)=O	13	.
COc1ccc(-c2nsc3c(N4CCN(S(=O)(=O)c5ccccc5F)CC4)ncnc23)cc1	-68	.
c1ccc(CN2CCN(c3nc(-c4ccccn4)nc4ccccc34)CC2)cc1	7	30
COC(=O)c1nnn(-c2nonc2N)c1CSc1nc2ccccc2s1	-11	-17
CCCCN(C)c1nc(-c2ccco2)c2c(c1C#N)CC(C)(C)OC2	-113	6
CCOc1cc(/C=C2/C(=O)N(c3ccccc3)N=C2C)ccc1OC(=O)c1ccco1	15	.
CC(=O)c1ccc(N2CCN(C(=O)COc3ccc(F)cc3)CC2)c(F)c1	-11	-10
CC1CCCN(Cc2nc3c(c(=O)n(C)c(=O)n3C)n2CC(N)=O)C1 (centres undefined)	-15	-3
N#Cc1ccccc1NC(=O)COC(=O)CSc1nc2ccccc2o1	12	1
Cc1ccc(S(=O)(=O)/N=C2/C=C(C3C(=O)CC(C)(C)CC3=O)C(=O)c3ccccc32)cc1	-5	.
Cc1cc(C)n2nc(-c3cnn(C)c3C(F)(F)F)c(Cl)c2n1	-32	.
CC(C)(C)NC(=O)Cn1c(=O)oc2cc(S(=O)(=O)N3CCc4ccccc43)ccc21	-22	-3
Cn1c(-c2ccc(F)cc2)cnc1SCC(=O)N1CCCCC1	0	-2
O=C(CSc1nnc(-c2ccncc2)n1Cc1ccco1)c1ccc(Cl)cc1	-9	-4
CSC1=NCCN1C(=O)c1c(-c2ccccc2Cl)noc1C	7	-12
CN1CCN(c2nc3ccccc3nc2C(C#N)C(=O)OC2CCCCC2)CC1 (centres undefined)	-7	4
COCCNC(=O)Cn1cc2c(n1)CCC(C)C2 (centres undefined)	7	0
CC(=O)Nc1ccc(OC(=O)c2ccccc2N)cc1	-2	-6
COc1ccc(Br)cc1CNC(=O)C1CCN(S(=O)(=O)N2CCCCC2)CC1	8	-10
COc1ccc(S(=O)(=O)Cc2ccc(C(=O)NCCc3ccc(S(N)(=O)=O)cc3)o2)cc1	4	-11
CC(C)(C)NC(=O)NC(=O)CSc1nnc2ccccn12	-6	.
Cc1cc2ncn(C(=O)N3CCC(C)CC3)c2cc1C	8	.
N#Cc1cc(Sc2ccccn2)c(Sc2ccccn2)cc1C#N	-15	19
Cc1ccccc1NC1=NC(=S)N(c2ccccc2)C12CCOC(C)(C)C2 (centres undefined)	7	.
Cc1ccccc1CSCCNC(=O)c1ccc(N(C)S(=O)(=O)c2ccccc2)cc1	i	.
COCCCNC(=O)CN1CCN(Cc2ccccc2Cl)C1=O	2	.

In the list so far, these contain fluorine:
SMILES	RmlCD inh mix	HIV RNase H inh
COC(=O)C(O)(CC(=O)Nc1cc(OC)c(OC)c(OC)c1)C(F)(F)F (centres undefined)	-10	.
FC(F)(F)c1nc(Oc2ccccc2)c2ccccc2n1	13	.
O=C(c1ccccc1F)N1CCN(S(=O)(=O)c2ccc3c(c2)OCCO3)CC1	18	-10
COc1cc(NC(=O)c2ccnnc2)cc(C(=O)Nc2cccc(C(F)(F)F)c2)c1	3	.
Cc1cc2c(cc(C(=O)N3CCC(C(=O)N4CCCC4)CC3)n2Cc2c(F)cccc2Cl)o1	-7	.
O=C(c1cnn2c1NC(c1ccco1)CC2C(F)(F)F)N1CCN(c2cccc(Cl)c2)CC1 (centres undefined)	5	-8
COc1ccccc1NC(=O)CN1CCN(c2ccccc2F)CC1	-16	-5
Cc1nc2sccn2c(=O)c1CCN1CCC(=C(c2ccc(F)cc2)c2ccc(F)cc2)CC1	0	5
CN=C(Nc1cc(C)nn1CCC#N)c1ccccc1F	-4	-4
CCOc1cc(/C=N/NC(=O)Cn2nc([N+](=O)[O-])cc2C)cc(Br)c1OCc1ccccc1F	32	.
COc1ccc(-c2nsc3c(N4CCN(S(=O)(=O)c5ccccc5F)CC4)ncnc23)cc1	-68	.
CC(=O)c1ccc(N2CCN(C(=O)COc3ccc(F)cc3)CC2)c(F)c1	-11	-10
Cc1cc(C)n2nc(-c3cnn(C)c3C(F)(F)F)c(Cl)c2n1	-32	.
Cn1c(-c2ccc(F)cc2)cnc1SCC(=O)N1CCCCC1	0	-2
